# 14-3-3 Bad inh: disrupts binding of bovine 14-3-3 zeta to phospho-Bad peptide; P63103; TR-FRET 14-3-3zeta/Dy647-pBad peptide displacement, 1 h; inhibition, % at 21.7 µM; 220,000 tested, 0.71% active; AID 781;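 active means inhibition above about 70%, limit read from the data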;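 further: 0% = full 14-3-3 plus peptide FRET controls and 100% = background without 14-3-3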
# Target sequence (P63103 whole entry, looked up): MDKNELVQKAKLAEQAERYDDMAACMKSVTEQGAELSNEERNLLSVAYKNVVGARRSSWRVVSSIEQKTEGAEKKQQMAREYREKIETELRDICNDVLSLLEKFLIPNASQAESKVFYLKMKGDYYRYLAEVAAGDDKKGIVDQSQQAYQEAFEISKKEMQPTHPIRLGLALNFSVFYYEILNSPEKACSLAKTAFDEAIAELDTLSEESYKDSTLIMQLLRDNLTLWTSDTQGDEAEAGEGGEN
# TbHK1 inh: T. brucei hexokinase 1 inhibition. recombinant TbHK1, G6PDH-coupled NADH A340. inhibition, % at 10 µM. 220,000 tested, 0.11% active;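 active means inhibition of 50% or more in the single-dose primary screen; inactive means inhibition below 50%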
# EP2 modulator: EP2 receptor (human) modulation | induction, % at 25 µM | EP2-expressing cells, cAMP HTRF FRET, PGE2 co-stimulation | AID 940 | 260,000 tested, 0.83% active;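 active means compounds whose cAMP rise, as percent of the full-agonist control response, exceeds 60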;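 further: rat C6 glioma line stably carrying human EP2 under a CMV promoter; the protocol text gives 20 µM as final concentration; 100% = response of wells given 1 µM PGE2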
# Target sequence (P43116 whole entry, looked up): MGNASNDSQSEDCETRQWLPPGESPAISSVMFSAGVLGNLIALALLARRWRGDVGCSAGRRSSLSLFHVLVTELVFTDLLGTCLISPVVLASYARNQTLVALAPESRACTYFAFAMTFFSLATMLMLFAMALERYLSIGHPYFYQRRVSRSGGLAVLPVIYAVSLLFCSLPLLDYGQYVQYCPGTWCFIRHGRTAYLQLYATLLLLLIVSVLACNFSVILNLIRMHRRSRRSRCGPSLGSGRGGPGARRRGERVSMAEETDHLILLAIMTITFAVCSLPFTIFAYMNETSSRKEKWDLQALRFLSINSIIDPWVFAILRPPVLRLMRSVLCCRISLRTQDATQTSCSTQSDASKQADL
# EP2 antag: inhibitors of human EP2 prostaglandin E2 receptor | AID 1422 | C6 glioma cells expressing human EP2, cAMP TR-FRET; cells stimulated with saturating PGE2 | inhibition, % at 25 µM | 260,000 tested, 0.52% active;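 active means percent inhibition above 40 after rounding to a whole number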;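 further: rat C6 glioma host cells with rolipram phosphodiesterase inhibitor present; the protocol text gives 20 µM as final concentration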
# zVAD death inh: blocks zVAD induced death of L929 cells; L929 zVAD necroptosis rescue, ATP luminescence, 24 h; with zVAD 60 µM; viability rescue, % at 10 µM; 220,000 tested, 0.38% active;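 active means activation, scaled between plate controls, above about 75%, limit read from the data; inactive means activation under that limit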;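 further: 0% = zVAD with DMSO and 100% = DMSO alone without zVAD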
# m-calpain inh: blocks pig calpain II enzyme activity; purified calpain II, fluorogenic peptide substrate, 30 min; inhibition, % at 16 µM; 220,000 tested, 0.37% active;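 active means inhibition above about 50%, limit read from the data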
# eIF4E 4G PPI: eIF4E/eIF4G interaction inhibition in translation initiation. inhibition, % at 21.7 µM. P63073+Q04637. AID 782. 220,000 tested, 0.37% active. TR-FRET eIF4E-eIF4GI(517-606) binding, 2 h;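 active means inhibition above about 30%, limit read from the data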;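 further: 0% = full FRET control wells and 100% = background wells lacking eIF4GI fragment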
# Hck Nef HTS: blocks Nef-activated human Hck kinase; AID 463187; Recombinant Hck-YEEI plus Nef, Z-Lyte FRET kinase assay; P08631; 220,000 tested, 0.68% active; inhibition, % at 20 µM;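 active means Hck-Nef kinase inhibition above about 50%, limit read from the data; inactive means inhibition below that limit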;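 further: 0% = DMSO with Hck plus Nef and 100% = Hck alone without Nef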
# Rad51 HR inh: Rad51 (human) homologous recombination inhibition; AID 1385; Q06609; inhibition, % at 10 µM; hRad51 DNA strand exchange, fluorescence dequenching; 200,000 tested, 0.085% active;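 active means inhibition above 40% at the single screening dose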;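 further: 0% = DMSO control wells and 100% = blanks with heterologous ssDNA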
# Target sequence (Q06609 whole entry, looked up): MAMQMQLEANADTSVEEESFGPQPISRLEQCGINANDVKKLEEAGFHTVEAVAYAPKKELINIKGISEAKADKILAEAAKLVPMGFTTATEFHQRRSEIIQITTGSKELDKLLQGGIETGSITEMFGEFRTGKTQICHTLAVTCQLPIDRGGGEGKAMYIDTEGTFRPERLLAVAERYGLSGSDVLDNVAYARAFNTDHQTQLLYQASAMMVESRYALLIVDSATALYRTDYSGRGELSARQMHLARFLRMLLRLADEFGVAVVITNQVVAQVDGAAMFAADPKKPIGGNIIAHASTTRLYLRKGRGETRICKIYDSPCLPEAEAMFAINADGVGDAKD
#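 material = hRad51 filaments on single-stranded DNA | reagent = Donor/quencher-labelled 47-bp dsDNA substrate | compound = 10 µM final, single point | schedule = strand-exchange reaction 15 min at room temperature | measured by = fluorescein emission 520 nm, excitation 485 nm | read-out basis = % inhibition versus plate control and blank means | benchmarks = plate controls and plate blanks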
# Numbers without * were called inactive; i = inactive; x = not tested or not shown; & = joins results of further samples; [ ] = dose if it differs, or a comment. The list is partial; count on the stated rates, not on these rows.
item	SMILES	14-3-3 Bad inh	TbHK1 inh	EP2 modulator	EP2 antag	zVAD death inh	m-calpain inh	eIF4E 4G PPI	Hck Nef HTS	Rad51 HR inh
1	O=C(CSc1nc(Nc2ccccc2)nc(N2CCOCC2)n1)Nc1ccc2c(c1)OCCO2	4	-5	7	10	1.2	-130	-15	8	-2
2	COc1ccccc1Oc1ccc2c(c1)C(=O)N(c1ccc(Br)c3cccnc13)C2=O	-2[fluorescence artefact?]	-10	5	7	1.9	0	1[fluorescence artefact?]	3	0
3	CCOc1ccc(-n2c(SC(C)C)nc3c(c2=O)SCC3)cc1	-13	-10	54	8	4.0	-25	-1	-5	-3
4	Cc1ccccc1C(=O)Nc1cccc(-c2ccc3nncn3n2)c1	4	-3	-77	14	19	-10	2	19	3
5	C[C@@H](C[C@@H](O)[C@H](O)C(C)(C)O)[C@@H]1CC[C@]2(C)C3=CC[C@H]4C(C)(C)C(=O)CC[C@]4(C)[C@H]3CC[C@@]12C	9	-8	18	22	56	-84	0	-7	-3
6	COc1cc(C(C)=O)ccc1Oc1ncnc2c1cnn2-c1ccccc1	-4[fluorescence artefact?]	5	-53	19	0.6	1	-2	1	5
7	Nc1c(C(=O)N2CCCC2)sc2nc(-c3ccccc3)ccc12	-3	-24	-7	5	23	-6	0	-53	-70
8	Cc1cnc(NC(=O)c2nn(C)cc2[N+](=O)[O-])s1	2	-18	-37	46*	0.3	-16	-1	-11	6
9	O=C(CSc1ccc(-c2nc3ccccc3[nH]2)cn1)N1CCN(C(=O)c2ccco2)CC1	14[fluorescence artefact?]	-38	-16&-31	6&17	1.5	-166	8[fluorescence artefact?]	2	5
10	CN(C)c1ccc(CNC(=O)c2ccc(CNc3c(N4CCCCC4)c(=O)c3=O)cc2)cc1	4[fluorescence artefact?]	-14	1	4	2.7	-8	0[fluorescence artefact?]	0	-2
11	COc1ccc(C(=O)Oc2c(CN3CCOCC3)cc(Cl)c3cccnc23)cc1OC	x	1	x	8	0.3	x	x	20	-1
12	O=C(O)c1ccc(CN2C(=O)CSC2=S)cc1	6[fluorescence artefact?]	4	24	13	-0.4	0	-1	1	0
13	Cc1ccc(N2C(=O)C3NN=C(C(=O)OCc4ccccc4)C3C2=O)c(C)c1 (stereo not given)	-2	-5	5	2	1.1	10	6	5	9
14	CCOC(=O)C1=C(C)NC(=O)NC1c1ccc2c(c1)OCCO2 (stereo not given)	-1	6	8	7	0.0	-5	-1	2	5
15	CCC(C)Nc1nc(SC(C(C)=O)C(C)=O)nc(N(C)C)n1 (stereo not given)	7[fluorescence artefact?]	0	36	5	-0.1	-1	5[fluorescence artefact?]	1	11
16	Cn1cc(S(=O)(=O)CC(=O)Nc2ccc3c(c2)OCCO3)c2ccccc21	-2	5	-22	8	0.7	-21	1	1	13
17	COC(=O)c1ccc(O)c(Sc2cc(C(=O)OC)ccc2O)c1	67[fluorescence artefact?]	-7	-3	x	1.0	-52	-1	8	x
18	Cc1cc(C(=O)NNC(=S)NC(C)c2ccccc2)cs1 (stereo not given)	-1	-1	0	6	0.7	10	0[fluorescence artefact?]	0	6
19	CN(CCNC(=O)C1(O)c2ccccc2NC(=O)N1c1ccccc1)Cc1ccccc1 (stereo not given)	-9[fluorescence artefact?]	-5	15	7	0.8	3	7[fluorescence artefact?]	-3	2
20	Cc1cc(-c2csc(NCc3ccccc3)n2)c(C)n1C	98*	-10	16	9	4.1	-75	12	65*	-9
21	COC(=O)c1c(-c2ccccc2)csc1NC(=O)c1ccco1	-23	8	48	13	0.1	i	4	-1	0
22	c1coc(CNc2ncnc3c2oc2ccccc23)c1	5	-5	-36	10	2.0	-7	-2	0	5
23	Cc1cc(C)cc(C(=O)N2CC(C)OC(C)C2)c1 (stereo not given)	1	-5	3	5	1.0	-39	-2	2	-6
24	CN(C)S(=O)(=O)c1cccc(NC(=O)CCNC(=O)c2ccccc2Cl)c1	-6	-11	13	16	2.3	-6	4	1	-12
25	Cc1onc(-c2ccccc2)c1CNC(=O)Nc1cccc(Cl)c1	1	1	-48	18	1.4	22	4	9	4

# Carrying on.
item	SMILES	14-3-3 Bad inh	TbHK1 inh	EP2 modulator	EP2 antag	zVAD death inh	m-calpain inh	eIF4E 4G PPI	Hck Nef HTS	Rad51 HR inh
26	COC(=O)c1cc(Cl)c(NC(=O)/C=C/c2ccc(Cl)cc2Cl)cc1OC	6	-7	39	8	-0.3	-93	-6	7	-3
27	CCOC(=O)c1ccc(NC(=O)CC2C(=O)OCCN2CC)cc1 (stereo not given)	-7	0	-13	3	0.1	-16	3	24	-21
28	CCOC(=O)c1nnn(-c2nn3nnnc3c3ccccc23)c1C	-2	-2	11	6	0.0	3	0	-1	-2
29	COCCn1c(SCC(=O)Nc2ccc(C)cc2)nc2c(oc3ccccc32)c1=O	24	-15	18	3	0.5	32	1	1	-7
30	CCCn1c(SCc2ccon2)nc2ccccc2c1=O	-1	3	30	10	0.6	-1	1	-1	7
31	COC(=O)CCN(C(=O)c1ccc(N2CCCC2)c([N+](=O)[O-])c1)c1ccccn1	-6	-7	-9	7	-0.9	26	1	28	3
32	O=C(CC1C(=O)NCCN1Cc1ccc(-c2ccccc2)cc1)NCCc1ccccn1 (stereo not given)	-14	-8	20	5	0.2	-25	0	1	-9
33	CC(=O)c1ccc2c3c(cccc13)CC2	-15	-7	-30	12	0.3	i	1	-1	2
34	Cc1ccnc(N2CCC(C(=O)NNC(=O)COc3cccc4ccccc34)CC2)n1	-5	2	-5	7	5.9	-33	0	0	2
35	Cc1ccc(S(N)(=O)=O)c(C)c1N1CCCC1=O	1	-3	30	9	8.6	-20	-4	19	-1
36	C=C(C)Cn1cnc2c(oc3nc4c(cc32)CCCC4)c1=O	-3	-1	1	14	1.4	24	-3	8	11
37	CC(C)c1cc(CN2CCN(C3CCCC3)C(CCO)C2)[nH]n1 (stereo not given)	7	5	10	3	0.7	21	2	14	-5
38	Cc1ccc(C2C(C(=O)c3sc(C)nc3C)=C(O)C(=O)N2CCN(C)C)o1 (stereo not given)	-6	-14	15	6	0.0	11	-4	-1	-2
39	COc1ccccc1NC(=O)N1CCCC1C(=O)Nc1ccc2c(c1)OCCO2 (stereo not given)	-6	-2	36	3	0.1	7	2	-2	24
40	O=C(Cc1ccccc1)Nc1nonc1NC(=O)c1ccccc1	-15	0	-3	22	0.0	-31	2	1	-1
41	CC(=O)Nc1ccc(S(=O)(=O)N2CCCc3ccccc32)cc1	-3	2	-24	10	1.4	0	4[fluorescence artefact?]	1	-5
42	Cc1cc(C)n(C(=O)c2cc3sccc3[nH]2)n1	-8[fluorescence artefact?]	-30	14	16	2.1	10	4	-1	-4
43	Brc1ccc(CNc2nc3ccccc3n2CCN2CCCCC2)cc1	-2	17	-3	11	0.5	24	-5	2	x
44	COc1ccccc1NC(=S)N1CCC(c2nc3ccccc3o2)CC1	-12	4	-117&0	9&8	14	-2	-4	1	2
45	COc1cc2cc3c(N)c(C(=O)NCc4ccco4)sc3nc2cc1OC	-4[fluorescence artefact?]	-32	-40	21	29	-118	2[fluorescence artefact?]	3	x
46	CNC(=S)N/N=C/c1ccccc1OCC(=O)O	0	-51	7	8	0.0	-7	0	12	3
47	O=C(CN(CCc1ccccc1)C(=O)c1csnn1)NC1CCCC1	-6	-1	10	0	11	-17	-2	20	-3
48	O=C(N/N=C/C=C/c1ccccc1)c1cc2c(ccc3ccccc32)o1	19[fluorescence artefact?]	-12	21	21	-0.3	-113	7	8	2
49	COCC(C)NS(=O)(=O)c1ccc(C)cc1 (stereo not given)	-7[fluorescence artefact?]	10	53	5	0.7	9	1	-20	1
50	O=C(N/N=C/C=C\c1cccc([N+](=O)[O-])c1)c1cccnc1	2	-63	-32	9	-0.1	12	-13	24	x

# Arranged by the number under m-calpain inh (rising): 3 of the compounds above.
nr	canonical_smiles	14-3-3 Bad inh	TbHK1 inh	EP2 modulator	m-calpain inh	eIF4E 4G PPI	Hck Nef HTS	Rad51 HR inh
8	Cc1cnc(NC(=O)c2nn(C)cc2[N+](=O)[O-])s1	2	-18	-37	-16	-1	-11	6
46	CNC(=S)N/N=C/c1ccccc1OCC(=O)O	0	-51	7	-7	0	12	3
6	COc1cc(C(C)=O)ccc1Oc1ncnc2c1cnn2-c1ccccc1	-4[fluorescence artefact?]	5	-53	1	-2	1	5

# (cont.)
item	SMILES	14-3-3 Bad inh	TbHK1 inh	EP2 modulator	EP2 antag	zVAD death inh	m-calpain inh	eIF4E 4G PPI	Hck Nef HTS	Rad51 HR inh
51	CCN(CC)CCOC(=O)c1c(C)oc2ccc(OC)cc12	-10	1	9	9	-0.1	13	-3	1	5
52	COc1ccc(-c2ccc(=O)n(Cc3cc(=O)n4ccccc4n3)n2)cc1	5	-15	7	10	0.6	-64	6	-2	-2
53	Cc1c(/C=N/n2cnnc2)c2ccccc2n1CCOc1ccccc1	7[fluorescence artefact?]	-28	-11	12	2.1	-9	2[fluorescence artefact?]	1	-2
54	COc1ccc(C(=O)NC(=S)NNC(=O)c2cnccn2)cc1OC	-8	-13	11	4	29	-2	2	1	8
55	Cc1ccc(/C=N/NC(=O)c2n[nH]c3c2CCCC3)cc1	-3	-9	-15	24	2.0	-2	3	4	13
56	CCOc1ccccc1NS(=O)(=O)c1cccs1	-21	4	14	18	-0.4	0	-1	10	8
57	Cc1ccc(-c2noc(COc3ccccc3C)n2)cc1	2	2	32	8	0.1	-13	-2	0	3
58	COc1cc(C(=O)NCC(=O)N/N=C/c2ccccn2)cc(OC)c1OC	-19	-6	15	7	2.5	-17	1	23	3
59	COc1ccc(CCn2c(C(C)C)nc3oc4ccccc4c(=O)c3c2=O)cc1	3	-18	-12	9	-0.1	-8	2	15	26
60	CC(C)CCNC(=O)CSc1nc2ccccc2s1	-13	5	16	4	1.8	0	1	7	0
61	CC(C)NC(=S)Nc1ccc2nc3n(c(=O)c2c1)CCCCC3	-13	-5	2	5	x	16	5	6	11
62	Cc1ccc(NC(=O)C2CC(=O)n3c(nc4ccccc43)N2)cc1 (stereo not given)	x	10	-3&-8	12&2	0.0	11	x	-1	5
63	CC(C)(C)SCCNC(=O)CN(c1ccccc1)S(=O)(=O)c1ccccc1	1	3	20	3	-0.9	1	-3	-4	6
64	Cc1cc(/C=C2/NC(=O)N(c3ccccc3)C2=O)c(C)n1-c1cccnc1	-21	-29	-3	9	1.0	0	6	5	-7
65	O=C(O)Cc1csc2ccccc12	-2	-2	15	5	0.0	-15	4	-3	-3
66	C=CCNC(=S)NNC(=O)c1cccn(Cc2ccc(Cl)cc2)c1=O	-6	-15	-20	3	0.2	-11	-7	0	-1
67	COc1ccc(NS(=O)(=O)c2ccc(NC(=S)NC(=O)c3ccc(F)cc3)cc2)nn1	-9	0	-100&-92	10&21	1.4	-9	2	-3	x
68	Cc1cccc(-n2cc(CN3CCN(C(=O)c4ncn[nH]4)CC3)c(-c3cccc(F)c3)n2)c1	-14	-10	4	8	21	-52	0	24	3
69	Cc1ccc2cc3c(nc2c1)N(c1ccccc1)CC3	15	2	34	10	1.9	-106	5	-3	10
70	CCOC(=O)CSc1nc2c(c(=O)n1-c1ccc(OC)cc1)SCC2	-4	-19	-21	13	1.1	15	-5[fluorescence artefact?]	1	-7
71	Cc1ccccc1NS(=O)(=O)CCCCC(Cl)(Cl)Cl	4	-2	-10	6	2.4	-5	-7	-8	7
72	CC1(C)CC(=O)c2ccc(O)cc2O1	-17	-23	23	5	6.0	4	4	22	7
73	Cc1ccc(S(=O)(=O)N2CCCCC2)cc1NC(=O)Cn1ccsc1=N	-4	1	-24	6	-0.1	-13	2	-10	2

# 14-3-3 Bad inh, hit marks shown above
no.	SMILES	14-3-3 Bad inh	TbHK1 inh	EP2 modulator	m-calpain inh	eIF4E 4G PPI	Hck Nef HTS	Rad51 HR inh
20	Cc1cc(-c2csc(NCc3ccccc3)n2)c(C)n1C	98*	-10	16	-75	12	65*	-9

# Screening results from PubChem BioAssay.
